# KKLEB tox: cytotoxicity in KKLEB CF airway cells, primary screen, cytotoxicity control for CF NF-kB inhibitor project, cell-based, uHTS, fluorescence assay plates | KKLEB CF airway cells viability, ATPlite luminescence, overnight; active compounds read low; cells stimulated with P. aeruginosa culture filtrate | activity change (cytotoxicity), % at 5 µM | 360,000 tested, 0.36% active | AID 602141, 2011;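 active means corrected activity change at or below -50% at 5 µM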
# HIF-2a inh: HIF-2a reporter inhibitors, primary screen, luminescence, 786-0 RCC cells; inhibition, % at 18.8 µM; 786-0 RCC cells HIF-2a reporter, luciferase luminescence, overnight; 360,000 tested, 0.72% active;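 active means inhibition of the luminescence signal of 40% or more relative to plate controls, in a single-dose primary screen at 18.75 µM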
# NR2E3 ag-1: NR2E3 agonists in two-hybrid cells, primary screen, cell-based, luminescence, CHO-S, Gal4-NCOR/VP16-NR2E3. inhibition of corepressor binding, % at 3.98 µM. Photoreceptor-specific nuclear receptor (Homo sapiens), Q9Y5X4. AID 602229, 2012. 360,000 tested, 0.35% active. luciferase;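 active means inhibition above the mean of all tested compounds plus 3 SD, cut at about 70% in these data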;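 further: 0% = DMSO with NR2E3 transfected cells and 100% = cells lacking NR2E3 construct; higher means lower luciferase signal from less NR2E3 corepressor binding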
# Target sequence (Q9Y5X4 whole entry, looked up, the tested form may be a part): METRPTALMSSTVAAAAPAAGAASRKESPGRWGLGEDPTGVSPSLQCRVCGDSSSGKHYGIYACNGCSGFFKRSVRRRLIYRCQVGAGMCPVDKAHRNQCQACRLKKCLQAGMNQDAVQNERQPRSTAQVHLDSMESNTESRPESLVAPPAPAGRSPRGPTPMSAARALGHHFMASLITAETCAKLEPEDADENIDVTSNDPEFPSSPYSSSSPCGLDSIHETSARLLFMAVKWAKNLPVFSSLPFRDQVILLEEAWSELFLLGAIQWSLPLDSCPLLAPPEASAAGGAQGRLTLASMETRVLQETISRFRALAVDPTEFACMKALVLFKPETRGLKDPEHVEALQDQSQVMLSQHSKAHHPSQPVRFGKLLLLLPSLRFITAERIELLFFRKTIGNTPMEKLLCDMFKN
# MITF TRPM1 inh: inhibitors of MITF-dependent TRPM1 promoter reporter, primary screen, cell-based, SK-MEL-5, single point, luciferase | SK-MEL-5 TRPM1 promoter luciferase, 24 h | inhibition, % at 12.5 µM | 330,000 tested, 0.83% active | AID 488899, 2010;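 active means mean inhibition across replicates of 60% or more, whatever share of single replicates reaches that level; inconclusive means some that reach 60%, reason not given; inactive means mean inhibition across replicates below 60%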; further: values of inactives mirror those of a sister screen read the other way
# Shn3 inh set2: reduction of Shn3 3'UTR firefly luciferase signal, primary screen, Schnurri-3 inhibitor project, cell-based, Clone20 osteoblasts, set 2. Clone20 osteoblast Shn3 3'UTR firefly luciferase, 24 h. inhibition, % at 12.5 µM. 360,000 tested, 0.52% active;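 active means mean inhibition of at least 75% with every replicate also reaching 75%; inconclusive means mean inhibition at least 75% but some replicate below; inactive means mean inhibition below 75%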;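 further: 0% = median of neutral control wells and 100% = pilot-screen positive control compound; some compounds past the cut are filed as inactive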
# NR2E3 ag-2: inhibitors of NR2E3-RetCOR corepressor binding, primary screen, NR2E3 agonist project, biochemical, TR-FRET, GST-NR2E3, biotin-RetCOR. 1536-well. 320,000 tested, 0.12% active. inhibition of corepressor binding, % at 4.78 µM. AID 2300, 2010;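 active means percent inhibition above the cutoff of mean plus 3 SD of all tested compounds, set per screening campaign, cut at about 20% in these data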;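 further: 0% = DMSO wells and 100% = biotin wells as full block of FRET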
#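 Test system: GST-NR2E3 and biotin-RetCOR proteins | Quantity: 1.35 nM GST-tagged NR2E3 final | Medium: Tris pH 7.5 | Also added: 7 nM biotin-RetCOR | Dosing: Compound at 4.8 µM, single dose | Timing: 5 h at 4 °C | Detection: Time-resolved FRET | Read-out basis: Percent inhibition | Benchmarks: Biotin wells as high control, 0.6% DMSO wells as low control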
# CF NFkB inh: inhibitors of PAF-induced NF-kB signaling, primary screen, cell-based, GFP fluorescence, uHTS. KKLEB NF-kB-GFP reporter, GFP fluorescence overnight. inhibition, % at 5 µM. 360,000 tested, 0.86% active;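 active means at least 50% inhibition at 5 µM, scaled per plate between neutral and stimulator controls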;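 further: PAF is a Pseudomonas aeruginosa culture filtrate used as stimulus; plate controls were PAF-stimulated DMSO wells for no effect and unstimulated DMSO wells for full effect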
# Vif inh: HIV Vif self-association inhibitors, primary screen, imaging, HEK293T, single point. HEK293T cells, Vif self-association by quenched fluorescence, 24 h. inhibition, % at 7.49 µM. 340,000 tested, 0.35% active. AID 602346, 2012; in the data active means inhibition above about 50%, passing the limit was not always enough; inconclusive means no clear call, values can overlap the other calls; inactive means below about 31%; further: some results filed as inactive read as strong as hits
# Peg3 prom inh: Peg3 promoter-driven luciferase inhibitors, primary screen, cell-based, HeLa, luciferase luminescence; inhibition, % at 20 µM; HeLa PEG-Prom luciferase reporter, overnight; 360,000 tested, 1.7% active; AID 588405, 2011;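 active means inhibition of at least 50% at 20 µM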
# PDI inh: inhibitors of human PDI, primary screen, biochemical, turbidity, single point, plate reader | PDI insulin aggregation turbidity, A650, 90 min | inhibition, % at 10 µM | 350,000 tested, 0.052% active | AID 588391, 2011;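 active means mean inhibition across replicates of 30% or more, whatever share of single replicates reach that level; inconclusive means mean inhibition below 30% while every single replicate reaches 30%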;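 further: absorbance from insulin aggregation driven by PDI reduction with DTT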
# Target sequence (P07237 whole entry, looked up): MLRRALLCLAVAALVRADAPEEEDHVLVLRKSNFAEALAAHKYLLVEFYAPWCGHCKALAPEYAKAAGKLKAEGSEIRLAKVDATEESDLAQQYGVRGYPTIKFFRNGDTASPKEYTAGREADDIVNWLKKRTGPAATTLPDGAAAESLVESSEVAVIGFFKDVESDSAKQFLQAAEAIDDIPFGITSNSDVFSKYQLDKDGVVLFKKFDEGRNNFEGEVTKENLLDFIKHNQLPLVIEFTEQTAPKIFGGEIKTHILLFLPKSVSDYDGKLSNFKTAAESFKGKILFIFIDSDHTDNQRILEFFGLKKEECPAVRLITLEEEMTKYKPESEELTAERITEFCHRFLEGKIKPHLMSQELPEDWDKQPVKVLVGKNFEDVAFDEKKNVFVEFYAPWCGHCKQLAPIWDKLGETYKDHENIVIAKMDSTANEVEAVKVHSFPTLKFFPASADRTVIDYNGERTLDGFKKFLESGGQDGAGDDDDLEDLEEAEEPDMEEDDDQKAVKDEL
# CaV13 FRET inh: Primary screen for inhibitors of IQ motif and Ca2+-dependent inactivation inhibitor domain binding in CACNA1D, Förster resonance energy transfer in living cells, …; 340,000 tested, 0.098% active; HEK cells, CFP/YFP FRET ICDI-IQ, plate reader, 10 min; percent FRET-ratio fall versus neutral wells; inhibition, % at 12.3 µM;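 active means mean replicate inhibition of at least 30% and at least 1% of replicates passing that level; inconclusive means only one of the two criteria is met; inactive means neither criterion is met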;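 further: 0% = median of the neutral control wells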
# * = called active by the depositor; ? = inconclusive; · = not tested or not shown; & = joins results of further samples.
SMILES,KKLEB tox,HIF-2a inh,NR2E3 ag-1,MITF TRPM1 inh,Shn3 inh set2,NR2E3 ag-2,CF NFkB inh,Vif inh,Peg3 prom inh,PDI inh,CaV13 FRET inh
Cn1nc(-c2ccccc2)c(-c2nc(-c3ccccc3Cl)no2)c1Cl,-3,12,3,6,7,-1,5,-6,17,9,-4
CCCn1nnnc1NC(=O)COc1ccc(Br)cc1,-5,15,-20,-6,-2,1,14,-13,5,2,-5
Cc1ccccc1Cn1cc(S(=O)(=O)CC(=O)N2CCCCC2)c2ccccc21,7,-6,2,7,23,2,-2,7,9,0,-5
O=C(COC(=O)c1cnccn1)NCc1ccccc1,6,1,-9,3,1,0,4,4,4,3,-5
Cc1cccn2c(=O)c3cc(C(=O)NC4CCCC4)n(C)c3nc12,2,-87,15,8,-13,2,-10,-1,0,4,-7
O=C(c1cccc(S(=O)(=O)N2CCOCC2)c1)N(Cc1nnc(-c2ccccc2Cl)o1)C1CC1,3,-19,8,-8,-6,-5,16,-10,-11,0,-6
COc1ccc(-c2nn(-c3ccccc3)cc2C(=O)N/N=C/c2ccc([N+](=O)[O-])o2)cc1,-19,-2,-23,90*,27,0,6,18,30,-1,7
Nc1cc(Cl)nnc1Cl,8,19,4,-5,-7,·,-22,-15,21,-2,-17
COc1ccc(-n2nc(C(=O)NCC(=O)NCc3cccc(F)c3)c3ccccc3c2=O)cc1Cl,-10,15,-18,0,2,-16,18,-6,21,5,-3
Cc1cc2[nH]c(=O)c(=O)[nH]c2cc1S(=O)(=O)Nc1cccc(Cl)c1,-3,6,17,-10,-26,4,6,-6,6,-7,-7
COc1ccc(N(CC(=O)NCc2ccco2)S(=O)(=O)c2ccccc2)cc1,-15,5,-18,-4,-4,1,14,-4,18,-1,4
CCOc1ccc(NC(=O)CN(C2CCCCC2)S(C)(=O)=O)cc1,8,2,-3,3,-12,0,8,11,4,-1,-5
CCCn1c(SCC(=O)Nc2cccc(C)n2)nc2c1c(=O)n(C)c(=O)n2C,-9,12,11,-2,45,-2,8,-2,23,-1,5
CN1CCN(S(=O)(=O)c2cccc(C(=O)N(Cc3nnc(-c4ccc(Cl)cc4)o3)C3CC3)c2)CC1,-4,-23,-18,2,28,-3,12,-5,-19,3,-5
O=C(Oc1coc(CSc2ncccn2)cc1=O)c1cccs1,8,2,9,0,·,2,-19,-10,15,3,2
CN1CCN(c2ccccc2NC(=O)c2ccc(N3CCOCC3)c([N+](=O)[O-])c2)CC1,20,33,0,-18,3,2,-43,1,7,7,·
COc1ccc(C=NNC(=O)CCCCC(=O)NN=Cc2ccc(OC)cc2)cc1,0,-15,-25,-10,4,·,-35,4,-9,-1,-11
CC1CCCCN1C(=O)COC(=O)C1CCN(S(=O)(=O)c2c(Cl)cccc2Cl)CC1 (configuration not stated),2,1,-1,19,7,1,-3,-4,6,13,-5
Cc1ccc(OC(=O)c2cccnc2)cc1,-4,6,-13,8,-2,-1,-2,-7,-2,-3,-4
Cc1cc2c3c(c1C)C1(C(=O)N3C(C)(C)CC2C)C(C#N)=C(N)OC2=C1C(=O)CC(C)(C)C2 (configuration not stated),-2,2,17,-3,5,3,-2,·,21,-3,-8
COc1ccc(NC(=O)Nc2ccc3c(c2)C(=O)N([C@H](C)CO)C[C@H](C)[C@@H](CN(C)Cc2ccc(Cl)c(Cl)c2)OCCCC[C@@H](C)O3)cc1,-3,-12,-10,·,28,·,22,-3,86*,-6,-5
CCOC(=O)Cc1c(C)nc2c(-c3ccc(Cl)cc3)c(C)[nH]n2c1=O,0,26,-12,14,11,2,9,0,21,-6,-9
CCCCNC(=O)c1cccc(C(=O)NCCCC)c1,10,27,-12,3,18,-3,3,12,2,1,-3
COc1ccc([C@H]2C(C(=O)O)=C[C@@H](C(C)(C)C)N2S(=O)(=O)c2ccc(C)cc2)cc1OC,8,9,10,6,-28,·,-22,·,-2,-2,-7
CCOc1ccc(S(=O)(=O)N(CC)CC(=O)NCc2cccnc2)cc1,-3,7,-19,-1,-7,2,-17,7,-16,20,-8

# More entries.
SMILES,KKLEB tox,HIF-2a inh,NR2E3 ag-1,MITF TRPM1 inh,Shn3 inh set2,NR2E3 ag-2,CF NFkB inh,Vif inh,Peg3 prom inh,PDI inh,CaV13 FRET inh
CC(C)Oc1cccc(C(=O)NC(=S)Nc2cccc(NC(=O)c3ccccc3Cl)c2)c1,-10,-51,-20,-11,-1,2,-9,5,-14,?,-15
Cc1ccc(C(=O)Nc2cccc(C(F)(F)F)c2)cc1NC(=O)c1nccn1C,3&0,-9&0,-14&-10,·,-6&2,-3,19&10,-14&-4,4&8,-5&-3,-3&-8
Cc1cccc(C)c1NC(=O)CN(C)C(=O)c1cccc(S(=O)(=O)N2CCN(c3ccccc3)CC2)c1,20,10,24,12,47,3,6,-3,-13,1,-6
CCOC(=O)CSc1nnc(NC(=O)C2CC(=O)N(c3ccc(F)cc3)C2)s1 (configuration not stated),7,7,2,-5,-2,2,-8,2,11,5,·
COc1ccc(/C(N)=N/OC(=O)C2CCC(=O)N2S(=O)(=O)c2ccc(C)cc2)cc1OC (configuration not stated),-3,6,-10,9,-5,-1,-1,-1,12,4,-3
Nc1ccc(S(=O)(=O)c2cc(O)c3ccccc3c2O)cc1,-12,-50,-19,42,-19,·,27,-5,26,1,-5
CCCCOC(=O)c1cccc(NC(=O)CC)c1,0,-52,-29,-15,-4,-4,0,7,-40,-2,-5
COc1cc(NC(=O)CN2C(=O)NC(C)(CC(C)C)C2=O)cc(OC)c1 (configuration not stated),-5,-1,-20,1,-6,3,-2,-4,9,9,-6
COc1cccc(-c2cc(C(F)(F)F)nc(N3CCN(c4ccccc4)CC3)n2)c1,-30,-11,-14,4,-8,2,-11,9,16,9,-4
Cc1cccc(OCCNC(=O)CCNS(=O)(=O)c2ccc3ccccc3c2)c1,-2,2,-9,4,6,-1,14,-2,18,3,-6
O=C(NNC(=O)C1CC1)c1ccc(F)cc1F,16,1,-3,5,-13,·,-8,2,0,8,-6
O=C(CCN1C(=O)c2ccccc2C1=O)Nc1cc(F)ccc1F,-9,16,4,12,6,2,13,-13,-7,-1,·
Cc1cccc(N(NC(=O)C(C)(C)O)C(=O)c2ccccc2)c1,-3,12,-36,-3,17,-3,6,-2,9,4,0
Cc1c(NC(=O)c2noc3c2CCc2ccccc2-3)c(=O)n(-c2ccccc2)n1C,-18,-87,-22,-14,-19,1,22,-1,-29,4,-5
O=C(CSc1nnc(-c2ccco2)n1CC1CCCO1)N1CCCCC1 (configuration not stated),3,11,-8,-2,10,0,-1,·,10,-2,·
Cc1cc(NC(=O)COC(=O)C(C)Oc2ccc(Cl)cc2Cl)no1 (configuration not stated),-10,12,-23,4,-4,4,6,16,0,8,-7
CCn1c(=O)c2sccc2n2c(CCCC(=O)N3CCN(c4ccccn4)CC3)nnc12,0,11,-17,5,2,5,-44,4,-2,12,-2
COc1ccc(C(CC(=O)c2ccc(C)cc2)Nc2ccc([N+](=O)[O-])cc2)cc1 (configuration not stated),1,-21,-7,-15,58,2,-7,1,-125,-4,-5
O=C(Nc1ccc(C(=O)N2CCCC2)cc1)C1CC1,-19,-1,-20,1,-11,·,1,·,-16,2,-7
CCN(C[C@H]1N[C@@](CC)(C(=O)OC)[C@H]2C(=O)N(C)C(=O)[C@@H]12)S(=O)(=O)c1ccc(F)cc1,20,5,-18,-8,-9,·,-7,13,-14,18,-3
CCOc1ccc(C(C)=O)cc1COC(=O)c1ccc2c(c1)NC(=O)CS2,-11,13,-18,·,46,-3,35,-5,48,25,-6
O=S(=O)(c1cnc[nH]1)N1CCN(c2ccc(F)cc2)CC1,13,14,3,2,10,-2,-20,-12,14,-2,-6
Cc1cc(C)c(S(=O)(=O)N2CCOC2CNC(=O)C(=O)NCc2cccnc2)c(C)c1 (configuration not stated),-4,9,-16,·,5,-1,-6,1,4,·,-3
CCn1cc(C2=NCCO2)c2ccccc21,2,4,-48,11,-3,4,-1,-4,-8,·,-7
Cc1ccc(C(=O)NCCC2=CCCCC2)cc1S(=O)(=O)N1CCCCC1,9,-126,-9,-8,-4,1,3,-40,-102,28,-2

# New compounds follow.
SMILES,KKLEB tox,HIF-2a inh,NR2E3 ag-1,MITF TRPM1 inh,Shn3 inh set2,NR2E3 ag-2,CF NFkB inh,Vif inh,Peg3 prom inh,PDI inh,CaV13 FRET inh
CCN(CC)S(=O)(=O)c1ccc(N2CCOCC2)c(NC(=O)CCOc2ccccc2)c1,-18,19,-1,9,·,2,17,7,9,-7,-7
CC(=O)/C(=N/Nc1cccc(Cl)c1)N1CCOCC1,1,2,64,16,0,6,-7,3,15,2,-10
CSCCNC(=O)c1cccc(Cl)c1,-2,5,-21,16,15,-2,8,-8,0,?,-5
COCCN(C(=O)COC(=O)C1(C)CC1(Cl)Cl)c1c(N)n(Cc2ccccc2)c(=O)[nH]c1=O (configuration not stated),-16,1,9,-11,3,4,7,-7,0,0,-6
COc1ccccc1N(CC(O)CN1CCCC1)S(=O)(=O)c1ccccc1 (configuration not stated),7,4,4,-6,2,-3,-3,0,0,-2,-4
CSc1nc(C)c2c(n1)N(c1ccc(C(F)(F)F)cc1)CC2,11,0,-24,-4,10,2,-21,-14,-2,6,·
Oc1c(Cl)cc(Cl)cc1C=Nc1ccc(N2CCOCC2)cc1,1,10,-5,8,8,1,2,-10,26,-16,-5
COC(=O)c1ccc(Cn2nnc3ccccc3c2=O)o1,0,7,2,1,16,2,21,13,-5,-1,-5
O=C(O)c1sccc1S(=O)(=O)N1CCCCC1,3,3,7,·,-6,·,-11,15,-5,-4,-12
CCCc1cc(=O)[nH]c(SC(C)C(=O)N2c3ccccc3CC2C)n1 (configuration not stated),4,5,-1,16,12,4,-20,0,21,6,-2
CCOC(=O)N1CCN(C(=O)c2cn(CC)c3ccc(S(=O)(=O)N4CCCC4)cc3c2=O)CC1,4,13,-17,12,-30,0,18,4,-3,3,-5
Cc1ccc2oc(=O)c3cnn(CC(=O)N4CCCCCC4)c3c2c1,6,5,13,·,-19,4,-2,12,1,·,4

# Rows were taken by chance; 3.3% or so of the library scored in one or more.
